High-throughput results (PubChem)
mHTT-CaM PPI inh: mutant huntingtin-calmodulin interaction inhibitors – biochemical, AlphaScreen, primary screen; AlphaScreen His-mHTT/GST-CaM binding, luminescence; inhibition, % at 15 µM; 3.6% of 190,000 active; AID 1671202, 2021;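 further: 0% = both proteins with DMSO and 100% = one protein alone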
Pf apPOL inh: Pf-apPOL inhibitors, biochemical, fluorescence; Recombinant Pf-apPOL, molecular beacon fluorescence, 1.5 h; inhibition, % at 10 µM; 0.25% of 210,000 active; AID 1794808, 2022
* = called active by the depositor; nt = not tested or not shown; & = joins results of further samples. No stated cut-off is given here; in the data, active means inhibition above about 50%; inactive means the rest. An excerpt; count on the stated rates, not on these rows.

SMILES	mHTT-CaM PPI inh	Pf apPOL inh
CCOc1ccccc1NC(=O)C1CCC(CNS(=O)(=O)c2cccs2)CC1 (configuration not stated)	6	0
Cc1ccsc1C1N(c2cccc(Cl)c2)C(=O)C2CCCN21 (configuration not stated)	2	-5
O=C(c1cccs1)N1CCC2(CC1)OCCO2	nt	3
O=C(Oc1ccc(Cl)cc1)c1cncc(C#Cc2ccccc2)c1	nt	-5
N#Cc1ccc(C(=O)N2CCC(CCOCc3ccc(F)cc3)CC2)cc1	-3	-5
C=CCNC(=O)c1ccc(-n2nnc3ccccc3c2=O)cc1	10	-4
Cc1cccc(OCC(=O)N2CCCCC2CCN2CCCCC2)c1C (configuration not stated)	6	-7
Cc1[nH]n(-c2ccccc2)c(=O)c1C=Nc1cc([N+](=O)[O-])ccc1Cl	0	-2
CCN(Cc1ccccc1)Cc1cccc([N+](=O)[O-])c1	-14	-6
NNC(=O)CSc1nc2ccccc2o1	28	-5
O=[N+]([O-])c1ccc(N2CCN(c3cccc(Cl)c3)CC2)s1	26	-3
CN(Cc1ccccc1)S(=O)(=O)c1ccc(Br)cc1	-32	4
COc1ccc(C(=O)N2CCC(c3nc4cccnc4n3C)C2)cc1 (configuration not stated)	0	2
COC(=O)C1=C(N)Oc2c(oc(CO)cc2=O)C1c1ccc(OC)c(OC)c1 (configuration not stated)	-2&-11	-7&8
CC(C)(C)c1csc(NC(=O)c2ccco2)n1	4	-4
CS(=O)(=O)NCC1CCC(C(=O)NCCc2ccc(S(N)(=O)=O)cc2)CC1 (configuration not stated)	-16	-3
Cc1ccccc1C(=O)Nc1c2c(nn1C(C)(C)C)CS(=O)(=O)C2	-5	-6
COc1ccc(C(=O)O)c(OCC(=O)O)c1	nt	-2
CCN(CC)C(=O)Oc1ccc2c(c1)OC(=CC=Cc1ccccc1)C2=O	14	-4
O=C(O)CCC(=O)N1N=C(c2ccc(Br)cc2)CC1c1ccccc1F (configuration not stated)	11	4
Cc1ccc(NC(=O)CSc2nc3c(c(=O)n2-c2ccc(F)cc2)SCC3)cc1Cl	0	-1
Brc1ccc2nc[nH]c2c1	-1	-3
OC(c1ccccn1)C1CCN(Cc2ccco2)CC1 (configuration not stated)	1	0
O=S(=O)(C1CC1)N1CCC(c2cc(-c3ccc(F)cc3)n[nH]2)CC1	-2	-10
Cc1ccc(N2CCN(C(=O)c3ccnc(N4CCNC(c5ccccc5)C4)c3)CC2)cc1 (configuration not stated)	24	-6
Cc1[nH][nH]c(=O)c1C1=NC(C)(C)Cc2ccccc21	-1	-3
CC1CCN(C(=O)C2c3ccccc3CCN2CC(=O)NC2CCCCC2)CC1 (configuration not stated)	18	-4
Cc1cc(OCC(=O)c2cccc(C(F)(F)F)c2)n2cnnc2n1	nt	1
O=C(NCCNc1ccc(Cl)cc1[N+](=O)[O-])c1ccc(F)cc1	3&15	-3&-2
COc1cc(/C=C2/C(=O)ON=C2C)ccc1OCc1ccc(C)cc1	70*	-9
Cc1ccc(C(=O)N(C)C(C)C)c(C2CCN(C(=O)c3c(F)cccc3F)CC2)n1	-2	-3
Cc1[nH]c(=O)[nH]c(=O)c1S(=O)(=O)Nc1ccc(Cl)c(C(F)(F)F)c1	-2	-2
FC(F)(F)c1ccnc(-c2ccccc2)n1	nt	0
O=C(CN1CCN(Cc2nc(-c3ccco3)cs2)CC1)NCc1ccccc1Cl	18	-23
COc1cccc(-n2nc(C(=O)Nc3cc(Cl)c(OC)cc3OC)c3ccccc3c2=O)c1	-5	-2
Cc1cc2n(n1)CCC(=O)N2CCCC(=O)N1CCCCC1	1	-2
Cc1c(NC(=O)Cn2cnc3c2c(=O)n(C)c(=O)n3C)c(=O)n(-c2ccccc2)n1C	-2	-3
COc1cccc(NC(=O)c2cc(Cl)ccc2OC)c1	0	4
COc1ccc(-c2sc(N=Cc3cc(Br)cc(Br)c3O)c(C#N)c2C)cc1OC	nt	1&-10
N#CCC(=O)NNC(=S)NCC1CCCO1 (configuration not stated)	nt	6
Cc1cc(C)n(-c2ccc(=O)n(C(C)C(=O)NCCc3csc(-c4ccccc4)n3)n2)n1 (configuration not stated)	-13	-9
O=C(c1ccccc1)N(Cc1cc(-c2ccccc2)on1)C1CC1	-8	2
N#CC1=C(N)Oc2c(c(=O)[nH]c3ccccc23)C1c1ccc(F)c(F)c1 (configuration not stated)	12	6
O=C(NCc1cccnc1)c1csc2nc(-c3ccc(F)cc3)cn12	-8	-11
COc1ccc(CN2CCN(S(=O)(=O)c3cccc4nsnc34)CC2)c(OC)c1OC	6	-6
CCN1C(=O)c2cccnc2Sc2cc(C(=O)NCc3ccccc3F)ccc21	10	-3
CN(CC(=O)N1CCCC1)S(=O)(=O)c1ccc(Cl)cc1	-4	51*
Cn1cc(CC(=O)NCC2CC2)c2cccnc21	-5	-1
COc1cc(C(c2c(C)[nH][nH]c2=O)c2c(C)[nH][nH]c2=O)ccc1O	6	0
CCOC(=O)c1cccc(NC(=O)c2cn3c(n2)CCCC3)c1	2	-1
O=C(NCCNC(=O)c1cccc(Cl)c1)c1ccc(NC(=O)C2CC2)cc1	-18	-7
CCn1cc(C(=O)NCCN2CCOCC2)c2c3ccccc3n(C)c2c1=O	-1	-3
C#CC(C)(CC)OCC(O)CN1CCC(C)CC1 (configuration not stated)	3	-5
O=S(=O)(c1ccccc1)c1nc(Cc2ccccc2)oc1N1CCCCC1	7	2
CC1CCN(c2ccc(-c3ccc(NC(=O)CCn4ccc(=O)[nH]c4=O)cc3)nn2)CC1	1	6
COC(=O)C1=C(N)Oc2c(oc(CO)cc2=O)C1c1ccccc1Cl (configuration not stated)	9	0
CCOc1ccccc1N1CCN(C(=O)Cc2ccccc2)C(C)C1=O (configuration not stated)	6	-5
O=C(c1cc2nc(-c3ccc(Br)cc3)cc(C(F)(F)F)n2n1)N1CCCC1	4	-1
CCCCC[C@@H](C)N1C[C@@H](COCc2ccccc2)Oc2cc(N3CC[C@@H](O)C3)ccc2S1(=O)=O	99*	-2
CCn1c(=O)cc(C(F)(F)F)c2ccc(OCC(=O)NC(C)C)cc21	0	-3

Next part:
SMILES	mHTT-CaM PPI inh	Pf apPOL inh
COc1ccccc1NC(=O)C1=C(C)NC(=O)NC1c1cccc([N+](=O)[O-])c1 (configuration not stated)	3	-58
C#CCSc1nc(C)c(N=Nc2cc(Cl)cc(Cl)c2)c(C)c1C#N	nt	1&31
Cc1sc(-c2ccn[nH]2)cc1NC(=O)C1CCCCC1	-4	-3
O=C(C[n+]1ccccc1)c1ccc(NC(=O)c2ccccc2)cc1	-7	-2
Cc1ccc2nc(C(=O)Nc3ccc(F)cc3)cc(N3CCOCC3)c2c1	1	-3
CCn1ccnc1C(O)c1cc(OC)c(OC)c(OC)c1 (configuration not stated)	2	1
Cc1nc2sc3c(c2c(=O)n1CC(=O)Nc1ccc(F)cc1F)CCCC3	3	-4
COc1ccc(C=C2Oc3c(ccc4c3CN(c3ccc(F)cc3)CO4)C2=O)c(OC)c1OC	40	2
COc1ccccc1NC(=O)c1oc2ccc(C)cc2c1C	-3	-7
CC(=O)NCCNC(=O)c1oc(=O)c2ccccc2c1-c1ccc(C)cc1	0	-2
N#Cc1c(C#N)c(-c2cccc([N+](=O)[O-])c2)n(-c2ccccc2)c1N	12	1
COc1cccc(OCCOc2ccc(/C=C3/C(=O)N(c4ccccc4)N=C3C)cc2OC)c1	16	-4

A portion from the list above, for reference:
SMILES	mHTT-CaM PPI inh	Pf apPOL inh
CCOc1ccccc1N1CCN(C(=O)Cc2ccccc2)C(C)C1=O (configuration not stated)	6	-5
O=C(c1cc2nc(-c3ccc(Br)cc3)cc(C(F)(F)F)n2n1)N1CCCC1	4	-1
CCCCC[C@@H](C)N1C[C@@H](COCc2ccccc2)Oc2cc(N3CC[C@@H](O)C3)ccc2S1(=O)=O	99*	-2
CCn1c(=O)cc(C(F)(F)F)c2ccc(OCC(=O)NC(C)C)cc21	0	-3
COc1ccccc1NC(=O)C1=C(C)NC(=O)NC1c1cccc([N+](=O)[O-])c1 (configuration not stated)	3	-58
C#CCSc1nc(C)c(N=Nc2cc(Cl)cc(Cl)c2)c(C)c1C#N	nt	1&31
Cc1sc(-c2ccn[nH]2)cc1NC(=O)C1CCCCC1	-4	-3
O=C(C[n+]1ccccc1)c1ccc(NC(=O)c2ccccc2)cc1	-7	-2
Cc1ccc2nc(C(=O)Nc3ccc(F)cc3)cc(N3CCOCC3)c2c1	1	-3
CCn1ccnc1C(O)c1cc(OC)c(OC)c(OC)c1 (configuration not stated)	2	1
Cc1nc2sc3c(c2c(=O)n1CC(=O)Nc1ccc(F)cc1F)CCCC3	3	-4
COc1ccc(C=C2Oc3c(ccc4c3CN(c3ccc(F)cc3)CO4)C2=O)c(OC)c1OC	40	2
COc1ccccc1NC(=O)c1oc2ccc(C)cc2c1C	-3	-7
CC(=O)NCCNC(=O)c1oc(=O)c2ccccc2c1-c1ccc(C)cc1	0	-2
N#Cc1c(C#N)c(-c2cccc([N+](=O)[O-])c2)n(-c2ccccc2)c1N	12	1
COc1cccc(OCCOc2ccc(/C=C3/C(=O)N(c4ccccc4)N=C3C)cc2OC)c1	16	-4

New compounds follow:
SMILES	mHTT-CaM PPI inh	Pf apPOL inh
CCOc1ccc(C(=O)NCc2nnc3n2CCCC3)cc1OCC	-8	-5
O=C(CCc1csc(NC(=O)NC2CCCCC2)n1)NCCC1=CCCCC1	-10	-9
O=C1C2C(C(=O)N1CC1CCCO1)C1C=CC2C12CC2 (configuration not stated)	-3	8
O=C(NC1CCCC(O)C1)c1ccccc1Br (configuration not stated)	-9	-4
CCN1CCC2(CC1)N=C(c1ccc(C)cc1)CC(c1cccc(OC)c1O)N2 (configuration not stated)	10	-3
CNC(=O)C(=O)NCc1ccc(F)cc1	-4	2
COc1ccc(S(=O)(=O)NCCS(=O)(=O)N2CCN(c3ccccc3)CC2)cc1	5	-3
NC(=O)c1cc2cc(Br)ccc2oc1=Nc1ccc(F)cc1	4	6
CC1(O)CCN(C(=O)c2cccc(F)c2)CC1N1CCCC1 (configuration not stated)	0	-9
COc1ccc(C(=O)Nc2cc(-c3cccnc3)no2)c(C)c1	-10	0
Cn1c(=O)c2c(nc(N3CCCCC3)n2Cc2c(Cl)cccc2Cl)n(C)c1=O	-3	-6
COc1cc(Nc2ncc3c(n2)CCN(Cc2cccc(OC)c2OC)C3)cc(OC)c1	30	-6
Cc1c(Cl)cccc1Nc1nc(N)nc(CN2CCN(c3ccccc3)CC2)n1	45	-5
COc1ccc(Cl)cc1S(=O)(=O)N1CCCC(C)C1 (configuration not stated)	-10	0
O=S1(=O)N=C(Cc2ccc(Cl)c(Cl)c2)Nc2ccccc21	2	0
COc1ccccc1C1=NOC(C(=O)Nc2cc(C)nn2-c2ccccc2)C1 (configuration not stated)	-3	-2
CCCCN(CCCC)C(=C(Cl)Cl)C(=C1NCCN1)[N+](=O)[O-]	3	-11
CCOc1ccc(S(=O)(=O)NCC2CCCO2)c2cccnc12 (configuration not stated)	-1	-5
CC(C)N1Cc2nnn(Cc3ccc(F)cc3)c2-c2cc(F)ccc2S1(=O)=O	-16	-5
CC(=O)N1CCc2cc(N3CC(C(=O)NC(C)C)CC3=O)ccc21 (configuration not stated)	3	-7
O=C1C(=Cc2ccccc2O)Oc2ccc(O)cc21	15	4
CC(C)OCCCNC(=O)c1cc(-c2ccc(Br)s2)nc2ccccc12	-5	-9
O=C(Nc1ccc(S(=O)(=O)NCc2ccccc2)cc1)c1ccc([N+](=O)[O-])cc1	-5	0
O=C(Nc1ccccc1)Nc1ccc(CSc2ccccc2)cc1	1	-15
Cc1cc(-c2ccccc2)nc2cc(C(=O)N3CCCCCC3)nn12	0	0
O=C(Nc1ccccc1C(=O)NCc1ccccc1)c1ccccc1F	-25	-1
COc1cccc(CNC(=O)C2(C)CCCN(C(=O)Nc3ccccc3)C2)c1 (configuration not stated)	-6	9
CSC(=CC(=O)c1ccc([N+](=O)[O-])cc1)SC	3	-2
Cc1noc(C=Cc2cccn2S(=O)(=O)c2ccccc2Cl)c1[N+](=O)[O-]	nt	9
Cn1ccnc1SCc1ccccc1	-5	-9
COc1ccccc1C(=O)NC(C)c1ccccc1 (configuration not stated)	-15	1
COc1ccc(C(=O)N2CCC(Nc3cccnc3)C2)cn1 (configuration not stated)	-1	-6
CCOC(CCn1c(SCc2ccc([N+](=O)[O-])cc2)nc2ccccc2c1=O)OCC	1	-2
CCOc1ccc(-c2cc(=O)n(Cc3ccccc3Cl)cn2)cc1	-8	1
COc1cc(C)nc(Oc2ccc(OCC(N)=O)nn2)n1	-7&-3	-3&-7
CCc1ccc(NC(=O)CCS(=O)(=O)c2cc(Br)cc3c2N(C(C)=O)CC3)cc1	8	-2
Cc1ccccc1OCc1nc(C#N)c(N2CCC(C(N)=O)CC2)o1	10	3
CCOC(=O)C(=CNc1ccc2n[nH]nc2c1)C(=O)OCC	nt	-5
COc1ccc(OC)c(Nc2ncc3c(n2)CCN(Cc2cccc(F)c2F)C3)c1	17	-2
Cc1ccc2nc(NC(=O)CCN3C(=O)C4C5C=CC(C5)C4C3=O)sc2c1 (configuration not stated)	8	-2
COc1ccc(C(=O)Nc2ccc(S(=O)(=O)N(C)C3CCCCC3)cc2)cc1	-6	0
COc1ccc(COc2ccc3c(=O)c(-c4ccc(OC)c(OC)c4)c(C)oc3c2)cc1	0	-3
O=C(Nc1nncs1)c1c(O)c2cccc3c2n(c1=O)CC3	-7	-2
CSc1nc(-c2ccccc2)cc(-c2cccs2)c1C#N	-37	1
CCN(CC)CCCNC(=O)c1c[nH]n2c(=O)c(Cc3ccc(Cl)cc3)c(C)nc12	5	6
CC(=O)Nc1ccc2c(c1)COCO2	nt	-9
Brc1ccc2nc(SCc3nc4ccccc4[nH]3)[nH]c2c1	33	-3
O=c1oc2cc([N+](=O)[O-])ccc2nc1C=C(O)c1ccc(Br)cc1	10	1
COc1ccc(C)cc1NC(=O)N1CC2CC(NS(=O)(=O)c3ccccc3)C1C2 (configuration not stated)	11	-2
